Bioassay records deposited in PubChem BioAssay by The Scripps Research Institute Molecular Screening Center.
MITF inh – inhibitors of human MITF; O75030; inhibition, % at 2.6 µM; 650,000 compounds, 0.91% hits; AID 1259374; AlphaScreen MITF homodimerization, bead proximity signal; in the data active = inhibition above about 50%;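 note: 0% = vehicle wells with protein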
Target sequence (O75030 whole entry, looked up): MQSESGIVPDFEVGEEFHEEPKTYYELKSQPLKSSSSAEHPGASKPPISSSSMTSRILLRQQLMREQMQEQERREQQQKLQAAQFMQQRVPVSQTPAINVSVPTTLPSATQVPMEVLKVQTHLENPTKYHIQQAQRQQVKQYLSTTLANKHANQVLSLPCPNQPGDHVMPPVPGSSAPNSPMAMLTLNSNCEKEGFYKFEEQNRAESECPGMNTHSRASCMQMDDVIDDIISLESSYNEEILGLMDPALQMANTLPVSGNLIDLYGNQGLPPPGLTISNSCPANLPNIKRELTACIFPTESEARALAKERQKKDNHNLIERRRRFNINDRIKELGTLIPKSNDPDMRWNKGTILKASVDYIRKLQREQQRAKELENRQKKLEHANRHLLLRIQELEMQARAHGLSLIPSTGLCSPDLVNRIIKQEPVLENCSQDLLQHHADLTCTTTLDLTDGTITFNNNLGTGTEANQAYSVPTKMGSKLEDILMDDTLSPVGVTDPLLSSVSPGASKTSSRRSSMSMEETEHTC
TEAD-YAP inh – TEAD-YAP interaction inhibition; 640,000 compounds, 1.4% hits; inhibition, % at 9.12 µM; HEK-TIYL cells, TEAD-Gal4/YAP UAS-luciferase luminescence; AID 1259422; in the data active = inhibition above about 32%;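 note: 0% = median of test compound wells and 100% = reference inhibitor wells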
FBW7 act – human FBW7 E3 ligase activation, primary screen; AlphaScreen FBW7–phospho-cyclin E peptide binding, activator screen; 650,000 compounds, 0.13% hits; Q969H0; normalized activity (activation), % at 26.1 µM; in the data active = normalized activity above about 1.9%;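 note: purified mutant Fbw7 with reduced substrate affinity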
GPR151 ag – activators of human GPR151 | Q8TDV0 | PathHunter beta-arrestin GPR151 cells, luminescence | activation, % at 11.2 µM | 650,000 compounds, 1% hits; in the data active = activation above about 4.9%;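 note: 0% = median of compound wells and 100% = cells with positive control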
Target sequence (Q8TDV0 whole entry, looked up): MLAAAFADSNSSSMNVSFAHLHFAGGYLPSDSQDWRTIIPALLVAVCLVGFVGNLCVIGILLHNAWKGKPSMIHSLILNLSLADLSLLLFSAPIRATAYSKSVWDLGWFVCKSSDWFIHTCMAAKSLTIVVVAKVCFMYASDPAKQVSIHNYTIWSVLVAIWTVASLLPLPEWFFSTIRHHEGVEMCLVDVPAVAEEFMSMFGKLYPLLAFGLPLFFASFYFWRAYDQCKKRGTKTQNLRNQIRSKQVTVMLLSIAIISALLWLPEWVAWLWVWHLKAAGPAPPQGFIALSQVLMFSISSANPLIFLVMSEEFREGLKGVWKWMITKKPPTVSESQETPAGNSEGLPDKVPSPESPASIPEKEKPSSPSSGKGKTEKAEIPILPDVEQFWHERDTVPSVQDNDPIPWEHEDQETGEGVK
Active calls of the source: *.

SMILES	MITF inh	TEAD-YAP inh	FBW7 act	GPR151 ag
O=C(OCCN1C(=O)c2ccccc2C1=O)c1ccccc1C(=O)c1ccc(Cl)cc1	-8	0	0.5	1.4
COc1cc([N+](=O)[O-])cc2cc(C(=O)N3CCN=C3c3ccccc3)c(=O)oc12	19	-5	0.0	-0.8
Nc1cccc(C(=O)N/N=C/c2ccsc2)c1	-9	-30	-0.1	1.1
COC(=O)c1nn(-c2ccc(-c3ccccc3)cc2)cc1O	15	81*	0.1	-6.5
c1coc(CN2CCN(Cc3ccncc3)CC2)c1	35	-12	0.2	1.0
COc1ccc(-n2ncc3c(NC4CCCCC4)ncnc32)cc1	6	-54	-0.1	2.2
CCOC(=O)c1ccc2nc(C34CC5CC(CC(C5)C3)C4)ccc2c1	5	46*	-0.1	0.3
COCCOC(=O)C1=C(C)N(C)C(=O)N(C)C1c1cccc([N+](=O)[O-])c1 (stereo not drawn)	13	3	0.1	-0.4
COc1ccc(OCc2nc(-c3cccc(C(F)(F)F)c3)no2)cc1	-9	6	-0.1	-0.3
O=C(Nc1ccccc1C(=O)N1CCOCC1)c1cccc(I)c1	0	-5	-0.3	0.3
CCC(=O)Nc1cc2[nH]c(=O)cc(C)c2cc1C	2	1	-0.1	1.6
Cc1[nH]nc(SCC(=O)N2CCCC2)c1[N+](=O)[O-]	13	4	0.1	-1.2
CCc1ccc(NC(=O)CN2C(=O)C(CC)SC(CC)C2=O)cc1 (stereo not drawn)	-4	5	0.0	1.1
O=C(NCc1ccncc1)c1cccc(Cn2cc(Br)cn2)c1	-1	-1	-0.1	0.2
CCCc1c(C)nc2c(C(=O)NC3CCCCCCC3)c[nH]n2c1=O	5	-22	0.5	1.0
Cc1cccc(-c2nc3s/c(=C4\C(=O)N(CC(=O)O)c5ccccc54)c(=O)n3n2)c1	19	3	0.6	0.6
Cc1cccc(C)c1NC(=O)c1cnc2n(c1=O)CCS2	4	1	0.5	2.5
CCOC(=O)c1oc2ccccc2c1NC(=O)c1ccc(F)cc1	-5	-11	-0.1	0.0
COC(CNc1ncc(-c2cccs2)cn1)OC	-9	-64	0.1	-1.1
CC(NCCCN(C)C)C(=O)NCc1ccco1 (stereo not drawn)	57*	-12	-0.3	0.9

A draw from above in order of heavy-atom count, falling.
SMILES	MITF inh	TEAD-YAP inh	FBW7 act	GPR151 ag
CCOC(=O)c1ccc2nc(C34CC5CC(CC(C5)C3)C4)ccc2c1	5	46*	-0.1	0.3
COc1ccc(-n2ncc3c(NC4CCCCC4)ncnc32)cc1	6	-54	-0.1	2.2
O=C(NCc1ccncc1)c1cccc(Cn2cc(Br)cn2)c1	-1	-1	-0.1	0.2
COC(=O)c1nn(-c2ccc(-c3ccccc3)cc2)cc1O	15	81*	0.1	-6.5
Cc1cccc(C)c1NC(=O)c1cnc2n(c1=O)CCS2	4	1	0.5	2.5
CC(NCCCN(C)C)C(=O)NCc1ccco1 (stereo not drawn)	57*	-12	-0.3	0.9
Nc1cccc(C(=O)N/N=C/c2ccsc2)c1	-9	-30	-0.1	1.1

Shown in markdown: 2 of the compounds above
| smiles | MITF inh | TEAD-YAP inh | FBW7 act | GPR151 ag |
| --- | --- | --- | --- | --- |
| CCCc1c(C)nc2c(C(=O)NC3CCCCCCC3)c[nH]n2c1=O | 5 | -22 | 0.5 | 1.0 |
| Cc1cccc(-c2nc3s/c(=C4\C(=O)N(CC(=O)O)c5ccccc54)c(=O)n3n2)c1 | 19 | 3 | 0.6 | 0.6 |

Additional structures:
SMILES	MITF inh	TEAD-YAP inh	FBW7 act	GPR151 ag
Cc1cc(Br)ccc1OCC(=O)NCc1ccncc1	4	18	-0.3	1.6
Cc1nc(N2CCCCC2)c(C#N)c2c1COC(C)(C)C2	-5	-24	0.0	-0.9
CCCc1c(C)c(C#N)c2nc3ccccc3n2c1N1CCOCC1	-3	-14	0.0	0.5
O=C(O)c1cc([N+](=O)[O-])ccc1Sc1ccccc1	7	-5	0.4	0.5
COc1ccc(C2C=C(c3ccc(C)c(C)c3)Nc3nnnn32)cc1 (stereo not drawn)	2	-11	-0.1	-0.2
Nc1nccc(-c2ccc3nc(C4COc5ccccc5C4)oc3c2)n1 (stereo not drawn)	7	-22	0.0	0.6
CCNC(=O)CC1SC(=Nc2ccc(C)cc2)N(CC)C1=O (stereo not drawn)	-3	0	-0.1	1.0
Cc1cnc(CNC2CCN(c3ccc(C(=O)NCCN4CCOCC4)cc3)CC2)cn1	26	5	-0.6	-0.7
C#CCOc1ccc(/C=C2\C(=O)NC(=O)N(c3ccc(O)cc3)C2=O)cc1	-4	-2	-0.2	-0.1
COc1ccc(/C(O)=C2\C(=O)C(=O)N(Cc3ccncc3)C2c2ccc(F)cc2)cc1 (stereo not drawn)	16	7	0.0	-0.7
Clc1ccc(-n2cc(-c3ccccc3)c3c(NCCN4CCOCC4)ncnc32)cc1	15	-2	0.0	0.9
Cc1cc(Br)ccc1NC(=O)CCCn1c2ccccc2c(=O)c2ccccc21	-8	-2	-0.1	-0.5
CC1(C(=O)NC(=S)N2CCOCC2)CC1(Cl)Cl (stereo not drawn)	-4	0	0.1	-1.4
COC(=O)C1=C(C)NC2=C(C(=O)c3ccccc32)C1c1ccc(-c2ccc(C(=O)O)cc2)o1 (stereo not drawn)	21	-6	-0.1	-0.6
O=C(NC1CCCCC1)c1ccc(-c2ccccc2)nc1NCc1cccnc1	-9	1	0.2	0.6
CCCNC(=O)C(N)Cc1c[nH]c2ccccc12 (stereo not drawn)	-2	-5	-0.1	-0.3
COC(=O)c1c(-c2ccccc2)csc1NC(=O)C1CC=CCC1C(=O)O (stereo not drawn)	6	0	0.0	-1.1
COc1ccc(N2C(=O)CSC2c2ccc([N+](=O)[O-])cc2)cc1Cl (stereo not drawn)	-3	14	-0.5	-0.5
CCOC(=O)c1sc2nc(CC(=O)OC)nc(NCc3ccco3)c2c1C	5	-3	0.0	2.3
COc1ccc(-c2nc3ccc(C(=O)NCc4ccccc4)cc3s2)cc1	6	-13	0.1	0.5
COCCNC(=O)CCn1c(=S)[nH]c2cc3c(cc2c1=O)OCO3	4	3	0.2	0.1
O=C(Nc1ccc(C(=O)N2CCCC2)cc1)c1ccc(Br)o1	-5	-23	0.0	-8.6
CC(Nc1ccc([N+](=O)[O-])cc1S(N)(=O)=O)c1ccc(Cl)cc1Cl (stereo not drawn)	2	4	-0.4	1.5
NC(Cc1c[nH]c2ccc(OCc3ccccc3)cc12)C(=O)O (stereo not drawn)	8	0	-0.1	-0.8
c1cncc(CCNc2ccnc3c(-c4cccc5cccnc45)cnn23)c1	9	-46	-0.2	-0.1
O=C(NC(=S)Nc1ccc(SC(F)F)cc1)c1cccs1	1	-66	-0.1	-0.4
Cc1cc(N2CCCCC2)nc(NCCNC(=O)c2ccc(S(=O)(=O)N(C)C)cc2)n1	13	31	0.2	-1.2
COc1ccc(F)cc1S(=O)(=O)N1CCN(c2cccc(Cl)c2C)CC1	-13	9	-0.2	-0.6
Brc1ccc(-c2nc(Cc3ccccc3)no2)cc1	-13	-36	1.0	-0.5
Cc1ccc(NS(=O)(=O)c2ccc(C)c([N+](=O)[O-])c2)cc1	-6	-1	0.2	2.3
CCN(CC)CCn1c(=S)[nH]c2cc(C(=O)NCC3CCCO3)ccc2c1=O (stereo not drawn)	0	-10	0.1	-0.3
O=c1n(Cc2ccncc2)nc2c3ccccc3nc(C3CC3)n12	-7	-2	-0.2	1.4
Cc1nn(C)c(C(=O)NNC(=O)Nc2ccc([N+](=O)[O-])cc2)c1Cl	16	2	0.2	2.2
CC(C)(C)NC(=O)COC(=O)c1ccc2c(c1)OCO2	4	-2	0.3	-0.2
Cc1cccc(CCNS(=O)(=O)c2ccc3c(c2)NC(=O)CC(=O)N3)c1	0	10	-0.1	-1.0
COc1nn(C)cc1C(=O)NCC(=O)NCc1cccnc1	0	-1	-0.3	0.3
CCc1ccc2c(c1)c(=O)c(S(=O)(=O)c1ccccc1)cn2CC	12	-3	0.1	1.7
COc1ccc(C(=O)CSc2nnc(-c3ccoc3C)o2)cc1	4	-11	1.0	3.0
COc1ccccc1CNC(=O)CN(Cc1ccccc1)S(=O)(=O)c1ccc(F)cc1	12	4	-0.1	-0.6
FC(F)(F)c1cc(-c2cnc3c(NCc4cccnc4)nccn23)cc(C(F)(F)F)c1	-12	17	0.1	-0.8
Cc1ccc(NC(=O)c2ccccc2NC(=O)c2ccc([N+](=O)[O-])cc2)c(C(=O)c2ccccc2)c1	10	-2	0.7	1.3
O=C(NC1(c2ccc3c(c2)OCO3)CCCC1)c1ccco1	-1	5	-0.2	0.2
CCN(CC)C(=O)c1cccc(C(=O)N(CC)CC)c1	-2	-6	1.2	0.8
C[n+]1nn(CC(=O)Nc2ccccc2Cl)c2ccccc21	-5	0	0.1	-0.4
Cc1cccn2cc(-c3cccc(NS(=O)(=O)c4ccc([N+](=O)[O-])cc4)c3)nc12	-5	1	-0.1	-1.8
Fc1ccc(-n2cc(-c3ccccc3)c3c(NCc4ccc5c(c4)OCO5)ncnc32)cc1	25	-23	0.6	1.2
C/C(Cn1cnc([N+](=O)[O-])n1)=N\NC(=O)c1cc(Cl)n(C)n1	0	-51	0.0	-2.3
Cc1ccc(-c2c(NCCc3ccc(Cl)cc3)c(=O)c2=O)cc1	-2	-7	0.1	-2.2
CC(C)(C)c1ccc(S(=O)(=O)Nc2cc3c4c(oc3c3ccccc23)CCCC4)cc1	-6	-11	0.2	-0.8
CN(CCO)Cc1cc(=O)oc2cc3c(cc12)CCC3	-7	1	0.1	-3.1
(next part)
SMILES	MITF inh	TEAD-YAP inh	FBW7 act	GPR151 ag
COc1ccc(CCN=C(N)/C(C#N)=C/c2[nH]c3ccccc3c2O)cc1OC	6	-1	0.5	-1.5
CCN1CCN(CCCNC(=O)C(NC(=O)C2CCC(C)CC2)C(C)C)CC1 (stereo not drawn)	0	-6	0.0	0.5
Cc1ccc(-c2nc3ccccn3c2Nc2ccc3c(c2)OCCO3)o1	8	-22	-0.2	-1.4
CCCC(=O)NCC(c1ccco1)N1CCN(c2ccc(OC)cc2)CC1 (stereo not drawn)	-9	-6	-0.1	2.4
CCC1CN(Cc2c(C)nc3sccn23)Cc2cc(OC)ccc2O1 (stereo not drawn)	3	2	0.0	0.2
Cc1cccc(NC(=O)N2CCN(c3ccc4nnc(C5CC5)n4n3)CC2)c1C	4	0	0.0	0.9
O=C(COC(=O)c1ccc(F)cc1[N+](=O)[O-])c1ccc(Br)cc1	0	6	0.8	-0.4
O=C(CC1C(=O)NCCN1C/C=C/c1ccccc1)NC1Cc2ccccc2C1 (stereo not drawn)	11	14	0.1	-0.2
O=C1c2ccccc2C(=O)N1c1ccc(S(=O)(=O)N2CCN(c3ccccc3)CC2)cc1	-1	0	0.2	1.0
O=C(CN1C(=O)c2ccccc2C1=O)Nc1ccccc1F	-13	-7	0.0	-2.3
c1ccc(-n2cnc3c(NCCN4CCOCC4)nc(-c4csc5ccccc45)nc32)cc1	2	17	0.0	-1.3
N#Cc1ccc(Cl)cc1NC(=O)CSc1ccccn1	-9	-15	0.4	-0.3
CCOc1ccccc1-n1c(=S)sc2c1nc(SCC(=O)N(CC)CC)n1c3ccccc3nc21	1	3	-0.1	-0.5
CC1(c2ccccc2)NC(=O)N(CC(=O)Nc2ccc(OCc3ccccc3)cc2)C1=O (stereo not drawn)	5	6	0.6	-1.1
CCOc1ccc2c(c1)c(=O)c(C(=O)c1ccccc1)cn2CC(=O)Nc1ccccc1	14	-5	-0.1	6.3*
COc1ccc(C)cc1S(=O)(=O)NCc1ccccc1	-12	2	-0.1	1.4
COc1cc(/C=C2\N=C(c3cc(C)ccc3[N+](=O)[O-])OC2=O)cc(OC)c1OC	-4	6	-0.1	0.5
CSc1ccc(S(=O)(=O)Nc2ccc(F)cc2F)cc1	-2	-1	-0.1	-0.2
O=C(NC1(C(F)(F)F)N=C2SCCN2C1=O)c1ccccc1F (stereo not drawn)	8	-3	0.1	2.5
Cc1nn(CC(=O)N2CCN(C(C)C)CC2)c(=O)c2cc3occc3n12	-1	-7	-0.2	-0.2
CCCOc1ccc(/C=C2\C(=O)N(c3ccccc3)C(C)=C2C(=O)OCC)cc1OCC	10	4	-0.1	-1.1
COc1ccc(OC)c(/C=C/c2nc3ccccc3c(=O)n2-c2ccc(F)c(Cl)c2)c1	8	8	0.1	-1.0
COc1cc(/C=C2\SC(=Nc3ccccc3)N(c3ccccc3)C2=O)ccc1OCC(=O)Nc1cc(C)ccc1C	2	5	-0.3	-0.2
CCOC(=O)c1cccc(-n2c(C)cc(/C=C3/SC(=S)N(CC(=O)O)C3=O)c2C)c1	7	-6	-0.1	1.2
CCOc1ccc(/C=N/OCC(=O)Nc2cc(C)on2)cc1	12	6	0.0	-0.7
O=S(=O)(c1ccc(Br)c2ccccc12)n1ccnc1	2	0	-0.1	-0.6
Cc1cccc(C(=O)NCc2nnc(SCC(=O)Nc3ccccc3Cl)n2C)c1	13	3	0.0	-0.6
CC(C)n1c(Nc2ccccc2)nc2c(NC3CCN(Cc4ccccc4)CC3)ncnc21	17	8	0.0	-3.0
COc1ccc(CNC(=O)N2CCN(c3nc4ccccc4[nH]3)CC2)cc1OC	10	8	0.2	0.3
COc1ccc(OC)c(C(c2c(O)ccc3ccccc23)N2CCOCC2)c1 (stereo not drawn)	4	0	1.6	-0.2
CC(C)c1ccc(S(=O)(=O)NC(C)(C)C)cc1	-4	0	0.0	0.2
